Compound activity deposited in PubChem BioAssay by NCI.
NCI-60 one-dose screen, 48 h, at 10 µM unless noted. Numbers give growth in % (100 = growth as untreated, 0 = no growth, -100 = all killed).
HL-60(TB): HL-60(TB) leukemia cells; AID 1794776; hit rate 9% among 78,000; active = growth percent below 10
* hit, by the source's call; & = joins results of further samples.

SMILES | HL-60(TB)
CCCn1nc(-c2ccccc2)c2c(-c3ccccc3)onc2c1=O | 70
CCOC(=O)CC[C@H](NC(=O)c1ccc(N(C)Cc2cnc3nc(N)nc(N)c3n2)c2ccccc12)C(=O)OCC | 21
O=C1c2ccccc2C(=O)N1CCc1ccccn1 | 101
Cc1ccc(C)c2c1SC1=NNC(N3CCNCC3)=C(C#N)C(=N)N12 | 114
C=C(C)[C@@H]1CC[C@]2(C(=O)N3CCN(C)CC3)CC[C@]3(C)[C@H](CC[C@@H]4[C@@]5(C)C/C(=C/c6ccco6)C(=O)C(C)(C)[C@@H]5CC[C@]43C)[C@@H]12 | 64
[2H]C([2H])([2H])Oc1ccc(F)cc1/C=C/C(=O)/C=C(O)/C=C/c1cc(F)ccc1OC([2H])([2H])[2H] | 77
CCCCNCCOC(=O)c1ccc([N+](=O)[O-])cc1 | 119
CCOC(=O)c1c(Nc2ccccc2)nn2c(-c3ccc(C)cc3)ccnc12 | 104
NS(=O)(=O)c1cccc(Nc2nc(SCC(=O)c3ccccc3)nc3c2CCCC3)c1 | 105
COc1ccc(CN2C(=O)CCC2C(=O)NCCc2ccccc2)cc1 (stereo unspecified) | 96
CN(C)c1ccc(-c2cc(-c3cccc(NS(C)(=O)=O)c3)nc(N)c2C#N)cc1 | 2.9*
Nc1nc(N)c2c(n1)NC(c1cccc(Nc3ccnc4cc(Cl)ccc34)c1)CC(c1ccc(F)cc1)=N2 (stereo unspecified) | 99
Cc1ccc(C(O)c2ccccc2)cc1 (stereo unspecified) | 86
O=C1/C(=C/c2cc(O)ccc2O)Oc2cc(O)ccc21 | 99
Nc1ccc(-c2ccc(F)cc2)c(F)c1NC(=O)N1Cc2nccnc2C1 | 101
N#Cc1nc(-c2ccccc2)oc1N1CCC(S(=O)(=O)F)CC1 | 99
O=C(Nc1ccc(Cl)cn1)C1(c2ccccc2)CCCCC1 | 52
CCc1ccc(Nc2nc(Nc3cnc4ccccc4c3)c3[nH]cnc3n2)cc1 | 82
CS(=O)(=O)Nc1ccc(C(=O)CC2(O)C(=O)Nc3ccccc32)cc1 (stereo unspecified) | 101
O=[N+]([O-])c1cc2c(c([N+](=O)[O-])c1)OCOC2 | 100
CC(CN(C)C)C(=O)c1ccccc1 (stereo unspecified) | 76
CN(c1cc2ncc(=O)[nH]c2cc1NC(N)=NCc1ccc(Cl)cc1)C1CCCCC1 | 53
O=C(O)CNC(=O)C(Cl)(Cl)Cl | 81
CCOC(=O)c1nn(-c2ccccc2)cc1O | 98
CS(=O)(=O)c1cccc(-c2c(-c3cccc(OCc4ccc(F)cc4)c3)nc3sccn23)c1 | 102

Structures shown so far with a Cl atom (4):
SMILES | HL-60(TB)
Nc1nc(N)c2c(n1)NC(c1cccc(Nc3ccnc4cc(Cl)ccc34)c1)CC(c1ccc(F)cc1)=N2 (stereo unspecified) | 99
O=C(Nc1ccc(Cl)cn1)C1(c2ccccc2)CCCCC1 | 52
CN(c1cc2ncc(=O)[nH]c2cc1NC(N)=NCc1ccc(Cl)cc1)C1CCCCC1 | 53
O=C(O)CNC(=O)C(Cl)(Cl)Cl | 81

The list continues.
SMILES | HL-60(TB)
O=C(O)/C(=C\c1ccccc1[N+](=O)[O-])c1ccc2c(c1)OCO2 | 84
O=C1NC(c2ccccc2)=CC(c2ccc(Cl)cc2)N1c1ccccc1 (stereo unspecified) | 87
COc1ccc2c(c1)O/C(=C\c1cccc(OCC(=O)Nc3nc(C)c(C)s3)c1)C2=O | -77*
CC(C)OP(=S)(S)OC(C)C | 101
C=CCn1c(SCC(=O)Nc2ccc(C(=O)/C=C/c3cc(OC)c(OC)c(OC)c3)cc2)nnc1-c1ccc(Cl)cc1 | 12
O=C(COc1ccc([N+](=O)[O-])cc1)Nc1cccc(S(=O)(=O)F)c1 | 93
O=C1C(=Cc2cccc(Br)c2)C(=O)c2ccccc21 | 94
O=C(NN1C(=O)/C(=C\c2ccc(Br)cc2)SC1=S)c1ccncc1 | 100
COC(=O)NC1CC2C=CC1C1C=CC21 (stereo unspecified) | 91
CCNC(=O)C1CCCN1C(=O)C(CCCN=C(N)N)NC(=O)C(CC(C)C)NC(=O)C(CC(C)C)NC(=O)C(Cc1ccc(O)cc1)NC(=O)C(CO)NC(=O)C(Cc1c[nH]c2ccccc12)NC(=O)C(Cc1cnc[nH]1)NC(=O)C1CCC(=O)N1 (stereo unspecified) | 113
Cc1ccc(NC(=O)C#N)cc1 | 103
Oc1ccc(C(=Nc2ccccc2)c2ccccc2)c(O)c1 | 94
Cc1ccc2oc(=O)cc(-c3cc(C)nc(N)c3C#N)c2c1 | 92
Oc1ccc(Br)cc1CNC1CCCCC1 | 90
COc1ccc(C(=O)NC(=S)N2CCN(c3ncnc4c3cnn4-c3ccccc3)CC2)cc1 | 81
COc1ccc2cc([C@H](C)C(=O)N/N=C/c3ccc(Br)cc3)ccc2c1 | 91
CCCCCCCCCSc1ccc(C(=O)O)cc1 | 101
COc1ccccc1C(=O)C(O)c1ccccc1OC (stereo unspecified) | 101
O=C1C=C(Sc2ccc3ccccc3c2)C(=O)c2ccccc21 | 88
Cc1cccc(/C=C/c2ccccc2)n1 | 92
NS(=O)(=O)c1ccc(CCn2c(SCC(=O)NCc3ccccc3)nc3ccccc3c2=O)cc1 | 93
N#CC(Nc1ccccc1)c1ccccc1 (stereo unspecified) | 97&92
CC(C)CC(C(=O)NC1CCCCC1)N1C(=O)c2ccccc2C1=O (stereo unspecified) | 96
COc1nc(N)nc2c1ncn2C1O[C@H](CO)[C@@H](O)[C@@H]1O (stereo partly specified) | 99
CCCCCCCNC1=C(OCC)C(=O)c2ccccc2C1=O | 100

6 compounds drawn at random from those above, as already listed:
SMILES | HL-60(TB)
NS(=O)(=O)c1ccc(CCn2c(SCC(=O)NCc3ccccc3)nc3ccccc3c2=O)cc1 | 93
Oc1ccc(Br)cc1CNC1CCCCC1 | 90
O=C1C(=Cc2cccc(Br)c2)C(=O)c2ccccc21 | 94
O=C(Nc1ccc(Cl)cn1)C1(c2ccccc2)CCCCC1 | 52
Nc1ccc(-c2ccc(F)cc2)c(F)c1NC(=O)N1Cc2nccnc2C1 | 101
Cc1cccc(/C=C/c2ccccc2)n1 | 92

The list goes on:
SMILES | HL-60(TB)
Fc1ccc2cc(Cc3nnc(Cc4cc5ccc(F)cc5[nH]4)n3CCCc3cnc[nH]3)[nH]c2c1 | 88
NC(=O)c1ccc[n+](CC(=O)c2ccccc2)c1 | 106
COc1cc(-c2nnc(SCC(=O)Nc3nc(-c4ccccc4)cs3)o2)cc(OC)c1OC | 85
N=c1nc(N)nc(N)n1-c1ccc(S(=O)(=O)O)cc1 | 80
COc1cc(/C=C/C(=O)c2cccnc2Nc2ccc(F)cc2)cc(OC)c1OC | 5.4*
COc1cccc(Nc2nccc(Nc3ccc4[nH]ncc4c3)n2)c1 | -62*
Cc1ccc(-c2cc(-c3ccc(Br)s3)[nH]c(=O)c2C#N)cc1 | 96
O=C(Sc1ccccc1C(=S)S)c1cccnc1 | 99
O=C1/C(=C/c2cccc(OCc3ccc(Cl)cc3)c2)N=C2SCCCN12 | 79
N#Cc1ccc(Nc2ncnc3onc(-c4ccccc4)c23)cc1 | 98
CCOC(=O)C1=C(CSc2nc3ccccc3[nH]2)N(C)C(=O)NC1c1ccccc1 (stereo unspecified) | 94
O=C(O)C(C(=O)O)C1CCCCC1 | 82
CC(C)Sc1oc(-c2ccccc2)nc1S(=O)(=O)c1ccc(Br)cc1 | 78
CCOC(=O)c1c(NC(=O)NCCc2c[nH]c3ccccc23)sc2c1CCCC2 | 82
O=C(c1ccccc1)C1Oc2ccccc2C1O (stereo unspecified) | 90
CCc1n(Cc2ccc3ccccc3c2)c2ccccc2[n+]1Cc1ccc2ccccc2c1 | 14
O=C(Cc1ccccc1)NC1=NC(=O)/C(=C\c2ccccc2O)S1 | 96
O=C(CC(=O)C(F)(F)F)c1cccnc1 | 97
CSc1ccc2c(c1)N(CC(C)CN(C)C)c1ccccc1S2 (stereo unspecified) | 78
CS(=O)(=O)c1ccc(C(=O)/C=C/c2cn(-c3ccc(F)cc3)nc2-c2ccc(S(C)(=O)=O)cc2)cc1 | 87
Nc1cc(S(N)(=O)=O)ccc1N1CCCCC1 | 128
CCOC(=O)C1C(=O)C=C(c2ccc(Br)cc2)CC1c1sc(N(C)Cc2ccccc2)nc1Cl (stereo unspecified) | 65
O=C(CSc1nnc2n1N=C(c1ccc(F)cc1)CS2)c1ccc(F)cc1 | 67
O=C(/C=C/C(=O)OCCCl)OCCCl | 137
Cc1ccc(Cc2cnc(NC(=O)/C(C#N)=C/c3ccc(-c4ccc(Cl)cc4)o3)s2)cc1 | 89
(list continues)
SMILES | HL-60(TB)
O=C(COc1cc(O)c2c(=O)cc(-c3ccccc3)oc2c1)Nc1ccccc1 | 75
CC(C)(C)c1ccc(OCCCCCCN2CCNCC2)cc1 | 15
CCOC(=O)C1=C(C(=O)c2cccc3ccccc23)C(c2cccc([N+](=O)[O-])c2)C(C(=O)c2cccc3ccccc23)=C(C(=O)OCC)N1 | 95
Fc1ccc2[nH]cc(-c3nonc3-c3c[nH]c4ccc(F)cc34)c2c1 | 91
N#Cc1c(-c2ccc(F)cc2)nc(NCCO)[nH]c1=O | 81
CO[C@H]1NC(=O)N(S(=O)(=O)c2ccc(Cl)cc2)[C@@H]1OC | 105
CC(=O)c1sc(/N=C2\NC(=O)/C(=C3/C(=O)N(Cc4ccccc4)c4ccccc43)S2)nc1C | 92
COC(C(N)=O)c1ccccc1 (stereo unspecified) | 104
CCCNC(=O)c1sc2ncnc(Nc3ccc(NC(=O)Nc4cccc(OC)c4)cc3)c2c1C | 93
Cc1ccc(C(=O)N/N=C/c2cccc(Oc3ccccc3)c2)cn1 | 9.2*
O=C1CCN(CCCN2CCC(=O)NC2=S)C(=S)N1 | 88
O=Cc1ccc2nc(C(Cl)(Cl)Cl)ccc2c1 | 104
NC1=NN=C2N(N)C(=O)c3cnn(-c4ccccc4)c3N2c2nc(-c3ccccc3)cc(-c3ccccc3)c21 | 105
Cc1ccc2c(-n3nc(C#N)c(C#N)c3N)cc(=O)[nH]c2c1 | 109
C#C[C@]1(O)CC[C@H]2[C@@H]3CC=C4c5sc(-c6ccc(O)cc6)nc5CC[C@]4(C)[C@H]3CC[C@@]21C | 106
c1ccc(CNc2ccccc2)cc1 | 101&96
COc1cccc2c1c1nc3cc(C)c(C)cc3nc1n2CCN(C)C | 15
C#C[C@]1(O)CC[C@H]2[C@@H]3CC=C4c5sc(-c6ccc(C)cc6)nc5CC[C@]4(C)[C@H]3CC[C@@]21C | -2.5*
O=C1N=C(Oc2ccccc2)SC1=O | 112
c1ccc(OC[C@@H]2CN(Cc3ccc4[nH]ccc4c3)CCO2)cc1 | 95
O=C(Nc1ncccc1OCc1ccccc1Cl)NC12CC3CC(CC(C3)C1)C2 | 78
Cc1ccc(C(=O)c2ccccc2)c(C)c1 | 115
CC(C)CC(C)(c1ccc(O)cc1)c1ccc(O)cc1 | 146
O=C(Nc1ccc(OCC(=O)c2ccc(Cl)cc2)cc1)Nc1ccc(Cl)c(C(F)(F)F)c1 | 12
COc1ccccc1NC(=O)C1CCC(=C2C(=O)OC(C)(C)OC2=O)N1 (stereo unspecified) | 98

5 entries from above, tab-delimited:
Molecule	HL-60(TB)
O=C(COc1cc(O)c2c(=O)cc(-c3ccccc3)oc2c1)Nc1ccccc1	75
CC(C)(C)c1ccc(OCCCCCCN2CCNCC2)cc1	15
CCOC(=O)C1=C(C(=O)c2cccc3ccccc23)C(c2cccc([N+](=O)[O-])c2)C(C(=O)c2cccc3ccccc23)=C(C(=O)OCC)N1	95
Fc1ccc2[nH]cc(-c3nonc3-c3c[nH]c4ccc(F)cc34)c2c1	91
N#Cc1c(-c2ccc(F)cc2)nc(NCCO)[nH]c1=O	81

(list continues)
SMILES | HL-60(TB)
COC12CCCC1C1(O)CCCCC1O2 (stereo unspecified) | 102
CCOC(=O)C1(C)CCCC(C)C1=O (stereo unspecified) | 101
O=C(OCCO)c1ccc(O)cc1 | 93
C1CCN(CCN2CCCCC2)CC1 | 100
CCC(C)(C)CO | 93
O=C(Nc1c(Cl)cccc1Cl)Oc1ccc(Cl)cc1 | 107
CC(C)CC(=O)Nc1ccc(Cl)cc1 | 85
CCc1cccc2c3c(sc12)C(c1ccc(Cl)cc1)c1c(nc(CC(=O)Nc2ccccc2)[nH]c1=O)O3 (stereo unspecified) | 77
Nc1c(C(=O)c2ccc(Cl)cc2)sc2nc3c(cc12)CCCC3 | 76
CN1C(=O)/C(=C/c2nccs2)SC1=S | 89
CCN(CC)C(=O)C1CCN(C(=O)c2ccccc2)CC1 | 89
NCC(O)(c1ccccc1)c1ccccc1 | 102
CC1(C)CC[C@]2(C(=O)O)CC[C@]3(C)C(=CCC4[C@@]5(C)C[C@@H](O)[C@@H]6OC(c7ccc(F)cc7)OC[C@@]6(C)C5CC[C@]43C)C2C1 (stereo partly specified) | 3.1*
NC(=NC1CCCCC1)NC(=O)NC1CCCCC1 | 92
N=C(N1CCCc2ccccc21)N1CCCc2ccccc21 | 95&91
COc1cc(-c2cnc3nonc3n2)cc2c1OCO2 | 82
COc1ccccc1CNCCN1C(=O)c2ccc3c4c(ccc(c24)C1=O)C(=O)N(CCNCc1ccccc1OC)C3=O | -72*
Nc1ccc(C(=O)Nc2ccc(C(=O)Nc3ccc(/C=C/c4ccc(NC(=O)c5ccc(NC(=O)c6ccc(N)cc6)cc5)cc4S(=O)(=O)O)c(S(=O)(=O)O)c3)cc2)cc1 | 77
CNC(=O)c1cc(-c2ccc(NC(=O)Nc3ccc(Cl)c(Cl)c3)cc2)nc2cccnc12 | 134
CCOC(=O)c1ncc(-c2ccc(C(F)(F)F)cc2)c(NC2CCCCCC2)n1 | 94
CCOC(=O)C1=C(N)N(c2ccccc2)C2=C(C(=O)CC(C)(C)C2)C1c1ccc([N+](=O)[O-])cc1 (stereo unspecified) | 93
CCCCCCNCc1cc(C(C)(C)C)cc(CNCCCCCC)c1O | -45*
O=C1c2cc(Cl)ccc2S(=O)(=O)c2c(NCCCNCCO)nc3ccccc3c21 | -27*
Cc1ccn2cc(Cc3cc(=O)oc4c3ccc3ccccc34)c(=O)nc2c1 | 86

An excerpt; rates above refer to the full screens.
